# High-throughput results as filed in PubChem.
# PAX8 inh HTS: inhibitors of PAX8-driven TPO luciferase reporter, primary screen, RMG-I cells, single concentration; 360,000 tested, 1.2% active; SteadyGlo, 24 h; inhibition, % at 12.6 µM;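 active = mean replicate inhibition at least 60% with every replicate also reaching 60%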;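 note: luciferase light reporting Pax8 driven TPO promoter activity; plate controls were median of neutral control wells for no effect and mitoxantrone controls for full effect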
# LGR2 inh: inhibitors of bursicon-induced LGR2 CRE-luciferase signal, primary screen, cell-based, HEK293, CRE-luciferase reporter, bursicon stimulation | inhibition, % at 9.99 µM | 380,000 tested, 0.35% active | bursicon-stimulated, 4 h;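 active = drop in luminescence signal, shown as inhibition above about 50% in the replicate tests, limit read from the data, passing the limit was not always enough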;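 note: agonist challenge used bursicon conditioned medium at about half maximal strength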
# PglD DTNB: C. jejuni PglD acetyltransferase inhibitors, primary screen, biochemical, DTNB colorimetric, single point; AID 602405, 2012; 360,000 tested, 0.098% active; inhibition, % at 12.5 µM; purified PglD enzyme, DTNB colorimetric CoA detection; in the data active = inhibition above about 16%, passing the limit was not always enough; note: strong numbers were not always called active
# PGC1a acetyl inh: inhibitors of PGC1a acetylation signal, primary screen, cell-based, U2OS, AlphaScreen, inhibitor mode; AlphaScreen anti-acetyl-lysine; with virally co-expressed GCN5 acetyltransferase; inhibition, % at 15.6 µM; 350,000 tested, 0.17% active;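 active = every replicate shows inhibition of at least 40%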;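 note: 0% = neutral control wells and 100% = positive control wells; some results beyond the cut were filed as inactive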
# ARNT TACC3 PPI: disruptors of ARNT/TACC3 protein interaction, primary screen, biochemical, AlphaScreen, single concentration; Transforming acidic coiled-coil-containing protein 3 (Homo sapiens), Q9Y6A5; AlphaScreen His-ARNT PAS-B/GST-TACC3 binding, luminescence; TACC3 fragment carries E629A point mutation; inhibition, % at 9.99 µM; 390,000 tested, 0.66% active;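 active = mean inhibition of replicates at least 50% and at least half of replicates each reaching 50%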;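 note: 0% = complete ARNT plus TACC3 wells and 100% = ARNT alone without TACC3; many hits fall short of the cut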
# Cneo AK release: Cryptococcus neoformans cell lysis inducers, primary screen, AK release luminescence, single concentration; lysis activity, % at 15 µM; 360,000 tested, 0.2% active; C. neoformans lysis, adenylate kinase release luminescence, 4 h; normalised: neutral wells 0, clomiphene wells 100;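 active = mean lysis activity across replicates of at least 80%, whatever share of replicates individually reach that level; inactive = mean lysis activity below 80%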
#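 Material: C. neoformans cells; Schedule: 4 h static compound exposure, 37 °C, read 1 h post-reagent; Measured by: adenylate kinase release luminescence; Read-out: signal increase indicating cell lysis; Controls: Clomiphene as positive lysis control.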
# INS-1E GSIS act: GLuc luminescence reporter in INS-1E cells, primary screen for activators of glucose-dependent secretion of insulin; INS-1E GLuc reporter insulin secretion, 2-3 h; activation, % at 16.6 µM; 370,000 tested, 0.61% active;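 active = lowest replicate activation of at least 40%, so every replicate reaches that level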;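 note: 0% = median of neutral control wells and 100% = median of IBMX positive control wells; some compounds called inactive have numbers as strong as hits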
# C2C12 statin: suppressors of statin myotoxicity in C2C12 myotubes, primary screen, cell-based, single point, plate reader; C2C12 myotubes + simvastatin, ATP luminescence, 48 h; scaled: DMSO 0, geranylgeraniol control 100; 330,000 tested, 0.78% active; rescue of ATP level, % at 7.49 µM; AID 602340, 2012;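 active = mean ATP rescue above about 67%, or every replicate alone reaching that limit, limit read from the data, passing the limit was not always enough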;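 note: myotubes were challenged with 10 µM simvastatin during compound exposure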
# Numbers without * were called inactive; x = not tested or not shown.
# Each structure is followed by: PAX8 inh HTS	LGR2 inh	PglD DTNB	PGC1a acetyl inh	ARNT TACC3 PPI	Cneo AK release	INS-1E GSIS act	C2C12 statin
Clc1ccc(Cn2ncc3c(N4CCN(c5ccccc5)CC4)ncnc32)cc1
→ 102*	5	2	-4	x	0	-18	23
COc1cc(CNc2ncnc3c2ncn3[C@H]2CN(Cc3ccco3)C[C@@H](CO)O2)cc(OC)c1OC
→ 5	-1	1	5	x	0	x	-26
C[C@]12C(=O)N(c3cccc(Cl)c3)C(=O)N1[C@@H]1c3ccccc3OC[C@@H]1[C@H]2c1ccccc1
→ 7	13	-3	-36	-3	1	-6	12
CC(=O)Nc1ccc(NC(=O)c2cc(-c3cc(C)c(C)cc3O)n[nH]2)cc1
→ 4	10	4	-2	-3	2	-1	-4
COc1ccc2[nH]cc(CCNC(=O)COc3ccc4ccc(=O)oc4c3)c2c1
→ x	x	2	2	-4	1	x	-15
CC1=C(C(=O)N2CCOCC2)CC(CC(=O)NCCN2CCOCC2)C(=O)N1CCC1=CCCCC1 (stereo not given)
→ -18	10	3	11	x	5	2	6
COc1ccc(OCC(=O)N/N=C(\C)CC(=O)Nc2ccc(NC(C)=O)cc2)cc1
→ -14	-10	-3	x	-5	2	-16	4
CCOc1ccc(-c2noc(CCC(=O)NC3CCCCC3)n2)cc1OC
→ -9	-14	9	x	7	4	3	8
COC(=O)c1c(NC(=O)C2CC=CCC2C(=O)O)sc2c1CCCCC2 (stereo not given)
→ 2	-1	0	-19	-2	0	-5	-3
CCCCCCC1CC(/C(C)=N\NC(N)=O)OC1=O (stereo not given)
→ -23	-6	x	x	-5	x	-10	x
CCN(C(=O)CSc1nnc(C)n1Cc1ccccc1)C1CCS(=O)(=O)C1 (stereo not given)
→ 7	20	x	-43	-2	x	20	-6
Cc1ccc2nc(SCC(=O)NCc3ccco3)c(C#N)cc2c1
→ -68	x	3	x	-7	0	x	x
CCC1CCC2(CC1)NC(CO)(CO)CO2 (stereo not given)
→ x	x	-3	8	-7	-1	x	-3
O=C(C[C@H]1CC[C@@H]2NC[C@@H](O)COC[C@H]2O1)NCCc1ccncc1
→ -9	1	1	5	8	0	14	-8
CC1(C(=O)NCc2cccs2)CCN1C(=O)Cc1cccc2ccccc12 (stereo not given)
→ -5	-15	4	-20	x	0	0	4
CC1CCCN(CCCN2C(=O)C3C(C(=O)Nc4ccc(Cl)cc4)C4C=CC3(O4)C2C(=O)NC2CCCCC2)C1 (stereo not given)
→ -1	15	-4	-4	-2	-3	-1	-14
CC12CCC(C(=O)NCc3ccccc3)(OC1=O)C2(C)C (stereo not given)
→ 2	x	1	-4	-4	1	x	-2
CC1CCCC(NC(=O)Cn2cc([N+](=O)[O-])ccc2=O)C1C (stereo not given)
→ -7	-13	-3	6	1	0	24	22
COc1cc(O)ccc1/C=N/NC(=O)c1ccc([N+](=O)[O-])cc1
→ 12	-8	-5	-3	0	1	-17	-1
c1ccc(NC2=Nc3ccccc3CC2)cc1
→ x	x	2	-8	1	3	x	-10
Cc1ccc(S(=O)(=O)N(CC(=O)O)Cc2ccccc2F)cc1
→ -11	x	-1	x	0	0	x	-14
COc1cccc(NC(=O)N(C)C[C@@H]2Oc3cc(-c4ccccc4F)ccc3S(=O)(=O)N([C@@H](C)CO)C[C@@H]2C)c1
→ x	x	-1	-9	2	50	-6	-27
CC(NC(=O)c1ccccc1NC(=O)CN1CCc2ccccc2C1)c1ccccc1 (stereo not given)
→ 18	1	2	-11	5	-1	-11	-6
O=S(=O)(NCC1CCCO1)c1cccc2nsnc12 (stereo not given)
→ -8	x	-3	-12	-5	0	x	2
NC(=O)CCn1c(C(=O)c2cc(Cl)c(N)c(Cl)c2)c2ccccc2[n+]1[O-]
→ 22	-6	-7	9	30	0	7	2
CC(C)NC(=S)N/N=C1\CCCc2ccccc21
→ 7	-23	x	x	-8	x	5	x
O=C(C[C@@H]1CC[C@@H](NC(=O)c2ccc(F)cc2)[C@H](CO)O1)NCCc1ccccc1
→ -7	-15	1	-16	6	0	0	19
CNC[C@@H]1OCc2cn(nn2)CCCC(=O)N([C@H](C)CO)C[C@@H]1C
→ -6	8	x	9	x	x	9	3
C/C(=N\NC(=O)c1cc2c(s1)CCC(C)C2)c1ccncc1 (stereo not given)
→ -34	-12	5	x	x	0	-3	-17
c1ccc2c(-c3cnc4cccnn34)cncc2c1
→ -11	-9	1	x	x	13	29	0
CCNS(=O)(=O)c1ccc(CCC(=O)Nc2ccc3c(c2)OCO3)cc1
→ 20	6	6	1	10	1	5	6
CCSc1nc(-c2ccccc2)cc(=O)[nH]1
→ 7	-34	-4	x	-6	3	x	-8
CCOC(=O)[C@@H]1[C@H]2COc3cc(OC)ccc3[C@@H]2N2C(=O)N(c3cccc(Cl)c3)C(=O)[C@@]12C
→ x	x	-1	15	-2	-2	x	-2
CN1CCN(S(=O)(=O)c2ccc(Oc3cccc(C(F)(F)F)c3)nc2)CC1
→ 9	-33	-2	-7	-21	-2	-20	-6
CC(=O)Nc1ccc(S(=O)(=O)N[C@@H](C)C(=O)OCC(=O)NC2CCCC2)cc1
→ -1	-13	3	2	-4	1	x	-11
O=C(CSc1nncn1-c1ccccc1)Nc1cc(F)ccc1F
→ -1	9	3	x	0	50	29	5
O=C(C1CCN(S(=O)(=O)c2ccccc2)CC1)N1CCN(Cc2ccc3c(c2)OCO3)CC1
→ x	6	0	x	4	4	-8	0
O=C(NC(=O)N1CCCCCC1)c1ccc(Cl)cc1
→ -17	6	5	2	0	-1	38	x
Cc1ccc(C)n1-c1cc([N+](=O)[O-])ccc1-n1ccnc1
→ -12	16	-1	11	x	2	-5	-15
Cc1cccn2c(=O)c3cc(C(=O)N4CCOCC4)n(C)c3nc12
→ 17	22	0	1	-2	-4	19	3
COc1ccc(OCC(=O)OCC(=O)Nc2ccc(S(=O)(=O)N3CCCCC3)cc2)cc1
→ x	x	3	-11	3	-1	x	x
CC(=O)N1[C@@H]2c3ccc(-c4ccccc4)c(=O)n3C[C@H]1[C@H](CO)[C@H]2C(=O)N1CCN(C)CC1
→ -15	-13	-2	x	4	0	2	0
CCOc1ccc(Nc2ncnc(N)n2)cc1
→ x	-20	0	7	2	-1	20	-6
CC(C)C(NC(=O)c1ccco1)C(=O)OCC(=O)Nc1ccc(C(N)=O)cc1 (stereo not given)
→ 6	14	x	-4	1	x	1	x
Cc1ccc(N=CNc2ccc(C)cc2C)c(C)c1
→ 2	-2	-1	3	-1	-1	10	x
COc1ccc(NS(=O)(=O)c2cccc(C(=O)NCc3cccnc3)c2)cc1
→ -6	5	-4	-1	-3	1	-19	24
CC(=O)c1ccc(Nc2nc(-c3sc(C)nc3C)cs2)cc1
→ 22	97*	7	-26	x	2	-6	-180
CCOC(=O)c1c(C)nc2sc3c(=O)n(-c4ccc(C(C)=O)cc4)nnc3c2c1-c1ccc(OC)cc1
→ x	x	5	-10	x	3	x	19
O=C(c1cc(-c2ccco2)nc2ccccc12)N(Cc1nnc(-c2ccc(Cl)cc2)o1)C1CC1
→ 6	14	1	x	2	1	-43	16
Cc1cc(C)c(C)c(C(=O)C2OC(=O)C(C)(C)C(=O)C2(C)C)c1C (stereo not given)
→ 14	3	-1	-19	-1	3	6	-2
C[C@@H]1CN([C@H](C)CO)C(=O)c2cc(NC(=O)NC3CCCCC3)ccc2O[C@H]1CN(C)C(=O)Nc1ccccc1
→ -9	5	5	-4	-4	52	14	10
CCOC(=O)CSc1nnc(C)n1N
→ x	14	-5	4	2	-2	17	-1
O=C(O)CCn1c(-c2ccccc2)cc2c1CCCC2=O
→ -11	-10	x	4	-7	8	-1	0
O=C(c1ccc(Br)cc1)c1cc([N+](=O)[O-])ccc1N1CCOCC1
→ 24	-9	x	x	12	x	24	x
CCC(=O)Nc1nonc1-c1nc2ccccc2n1Cc1cccc2ccccc12
→ x	x	4	-25	-2	-4	x	-23
O=C(Cc1ccc(Cl)cc1)NC1CCCCCC1
→ -63	-45	-1	14	2	-2	-28	7
Cc1cc(C)cc(NC(=S)NCCSc2ccc(Cl)cc2)c1
→ -1	5	x	x	3	x	-10	x
CC(=O)OC(COc1ccccc1)Cn1cnc2ccccc21 (stereo not given)
→ 5	-6	-2	-12	-1	-3	8	5
COc1ccc(-c2nnc(CSc3nc4ccccc4c(=O)n3CC(C)C)o2)cc1OC
→ x	-15	7	15	-12	-2	19	-7
Cc1ccc(NC(=O)C2(N3CCC3=O)CCCCC2)cc1
→ -8	-3	x	x	-6	x	0	x

# By substructure: the entries above containing a COOH group.
# Each structure is followed by: PAX8 inh HTS	LGR2 inh	PglD DTNB	PGC1a acetyl inh	ARNT TACC3 PPI	Cneo AK release	INS-1E GSIS act	C2C12 statin
COC(=O)c1c(NC(=O)C2CC=CCC2C(=O)O)sc2c1CCCCC2 (stereo not given)
→ 2	-1	0	-19	-2	0	-5	-3
Cc1ccc(S(=O)(=O)N(CC(=O)O)Cc2ccccc2F)cc1
→ -11	x	-1	x	0	0	x	-14
O=C(O)CCn1c(-c2ccccc2)cc2c1CCCC2=O
→ -11	-10	x	4	-7	8	-1	0

# New compounds follow.
# Each structure is followed by: PAX8 inh HTS	LGR2 inh	PglD DTNB	PGC1a acetyl inh	ARNT TACC3 PPI	Cneo AK release	INS-1E GSIS act	C2C12 statin
Cc1nnc(C)c2c(C)n(C(c3ccccc3)c3ccccc3)c(C)c12
→ x	x	-1	-6	6	14	4	-4
CC(C)c1ccc(NC(=O)N2CCc3nc(NCc4cccc(Oc5ccccc5)c4)ncc3C2)cc1
→ 33	4	6	x	x	-1	-2	-29
COC(=O)C(CC(=O)c1ccccc1)CC(=O)c1ccccc1
→ -35	-10	-5	-6	-3	0	14	-2
CCOC(=O)C1=C(N)OC2=C(C(=O)CCC2)C1c1ccccc1OC (stereo not given)
→ 2	15	x	x	0	x	5	x
CC=Cc1ccc2n(c1=O)C[C@@H]1[C@@H](CO)[C@H](C(=O)NCC)N(C(=O)c3cccnc3)[C@H]21 (mixture of isomers)
→ -14	-2	2	x	-2	-1	7	2
CCC(=O)N1[C@H](C(=O)NCC2CC2)[C@@H](CO)[C@@H]2Cn3c(cccc3=O)[C@@H]21
→ -6	14	1	-7	0	-2	-6	-13
O=C(CN1CCN(Cc2ccc(F)cc2)CC1)NCc1ccccc1
→ -4	12	-9	-13	-2	0	-2	-8
C[C@@H]1CN([C@H](C)CO)C(=O)c2cc(C#CC3(O)CCCC3)cnc2O[C@H]1CN(C)C(=O)Cc1ccncc1
→ x	-8	2	-2	0	4	1	4
COc1ccc(CC(=O)N2CCC(n3nccc3NC(=O)C3CC3)CC2)cc1
→ -7	-1	0	-2	-1	-1	26	-2
Cc1noc(C)c1NC(=O)Nc1ccc2c(c1)C(=O)N([C@H](C)CO)C[C@@H](C)[C@H](CN(C)Cc1ccc3c(c1)OCO3)OCCCC[C@@H](C)O2
→ 6	-8	0	8	-10	2	-1	x
Cc1noc(C)c1NC(=O)N(C)C[C@@H]1Oc2ccc(NS(=O)(=O)c3ccccc3)cc2CC(=O)N([C@H](C)CO)C[C@H]1C
→ 6	2	0	12	-4	-12	16	9
C[C@@H]1CN([C@H](C)CO)C(=O)c2cc(C3=CCCCC3)cnc2O[C@H]1CN(C)C(=O)NC1CCCC1
→ x	-11	-4	-4	-2	0	-7	0
COc1ccc(S(=O)(=O)Nc2ccc3c(c2)C(=O)N([C@H](C)CO)C[C@@H](C)[C@@H](CN(C)Cc2ccc4c(c2)OCO4)O3)cc1
→ 5	-12	8	-5	-6	3	-10	21
